From PubChem BioAssay
TTR transcr act: TTR transcription activators in neuroblastoma reporter cells, primary screen, cell-based, luminescence, SH-SY5Y, TTR promoter Gaussia luciferase; 100% = recombinant luciferase protein wells; activation, % at 16.7 µM; 92,000 compounds, 1.3% hits; AID 1117267, 2014;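 active = activation above the mean of all tested compounds plus 3 SD, cut at about 9.5% in these data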;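 note: cells exposed to compounds for one day before reading; 0% = median of all test compound wells on the plate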
The depositor's hits bear a star. An excerpt; the hit share may differ from the screen's.

SMILES	TTR transcr act
CCOCCC(=O)Nc1cc(Cl)ccc1OC	-0.1
O=[N+]([O-])c1cc2cccnc2c2ncccc12	-0.2
c1ccc(CCc2cccnc2)cc1	0.2
O=C(CC[C@H]1O[C@@H](n2ccc(=O)[nH]c2=O)[C@H](O)[C@@H]1O)NCc1ccccc1	0.0
Cc1ccc(CCNC(=O)Cn2cccc2)cc1	-0.7
Cc1ccc(CSc2nnc(-c3ccccc3N)c(=O)[nH]2)cc1	0.2
CC(=O)NS(=O)(=O)c1ccc2sc(C)nc2c1	1.0
CN1CCN(Cc2nc3c(c(=O)[nH]c(=O)n3C)n2CCc2ccccc2)CC1	0.2
Cn1ccsc1=NC(=O)c1ccc(S(C)(=O)=O)c([N+](=O)[O-])c1	1.3
CCCCNC(=O)CSc1nc2cc3c(cc2c(=O)n1Cc1ccco1)OCO3	1.9
O=C(CSc1ccccc1)NCCCN1CCOCC1	1.8
COc1ccc2c(COC(=O)CC3Sc4ccccc4NC3=O)cc(=O)oc2c1 (stereo unspecified)	2.8
CCCCC(=O)Nc1ccnc(-c2cccnc2)n1	-0.2
CC(C)(C)c1cc2cccnc2n1Cc1cccc(Cl)c1	-1.1
CCn1cc(C(=O)NC(=S)Nc2ccccc2Br)cn1	0.9
Cc1ccc2cc(CCNC(=O)CC(C)(C)C)c(=O)[nH]c2c1C	3.2
O=C(Cn1c(=O)oc2cc(S(=O)(=O)N3CCCC3)ccc21)NCc1ccccn1	-1.8
CCOc1ccc(C(CCc2ccccc2)NC(=O)c2ccccc2)cc1OCC (stereo unspecified)	1.2
O=C(CC1SC(=NCc2ccccc2)NC1=O)Nc1ccccc1 (stereo unspecified)	0.6
CCOC(=O)c1cnc(-c2ccccc2)nc1N1CCOCC1	-1.4
O=C(CCc1ccccc1)Nc1cc(C(F)(F)F)ccc1Cl	1.1
CCC(C(=O)Nc1ccc2c(c1)OCCO2)c1ccccc1 (stereo unspecified)	-0.3
CCOP(=O)(OCC)c1nc(-c2cccc3ccccc23)oc1NCc1ccccc1	-2.2
Cc1ccc(/C=N/NC(=O)Cn2nnc(N)n2)o1	-0.2
COc1ccc(NC(C)=O)cc1NC(=O)c1ccc(C#N)cc1	0.7
O=C(c1ccc(F)cc1)C1CCN(C(=S)Nc2ccc(F)cc2)CC1	-0.6
CCN(CC(=O)Nc1c(F)cccc1F)C(=O)CCNC(=O)c1ccc([N+](=O)[O-])cc1	-1.3
CN(c1ccc(C(=O)N2CCc3ccccc3C2)cc1)S(C)(=O)=O	0.6
CCCOc1ccc(CSC(=N)N)cc1C(=O)OC	5.9
Cc1c(C)n(Cc2ccc(F)cc2)c2ccc(C(=O)N3CCN(c4ccccn4)CC3)cc12	2.3
COc1ccc(-c2nc3cc(C)c(Br)c(C)n3c2Cc2ccsc2)cc1OC	0.3
Cc1ccc(C(=O)NCc2ccc3c(c2)OCO3)c(Cl)c1	-0.1
CCCCC(=O)NC(=S)Nc1cc([N+](=O)[O-])ccc1OC	-2.0
Cc1cccc(NC(=O)CSc2cc(C(=O)c3nccn3C)c3ccccc3n2)c1	-0.9
C[C@H](CO)N1C[C@H](C)[C@@H](CN(C)C(=O)Nc2ccccc2)Oc2ccc(NC(=O)CCC(F)(F)F)cc2C1=O	0.3
CCCCC(=O)Nc1ccc(NC(=O)c2ccc([N+](=O)[O-])cc2)cc1OC	-0.8
CC(=O)Oc1ccc(/C=N/NC(=S)Nc2ccccc2)cc1	6.0
O=C(CSc1ccccn1)Nc1ccc2c(c1)C(=O)c1ccccc1C2=O	-2.2
CCNC(=O)CCCOc1ccc(Cl)cc1Cl	1.8
Cc1ccc(NC(=S)N2CCC(c3nc4ccccc4s3)CC2)cc1	0.6

Some of these compounds in order of molecular weight, largest number first.
SMILES	TTR transcr act
C[C@H](CO)N1C[C@H](C)[C@@H](CN(C)C(=O)Nc2ccccc2)Oc2ccc(NC(=O)CCC(F)(F)F)cc2C1=O	0.3
COc1ccc(-c2nc3cc(C)c(Br)c(C)n3c2Cc2ccsc2)cc1OC	0.3
Cc1c(C)n(Cc2ccc(F)cc2)c2ccc(C(=O)N3CCN(c4ccccn4)CC3)cc12	2.3
CCOP(=O)(OCC)c1nc(-c2cccc3ccccc23)oc1NCc1ccccc1	-2.2
CCN(CC(=O)Nc1c(F)cccc1F)C(=O)CCNC(=O)c1ccc([N+](=O)[O-])cc1	-1.3
Cc1cccc(NC(=O)CSc2cc(C(=O)c3nccn3C)c3ccccc3n2)c1	-0.9
O=C(CSc1ccccn1)Nc1ccc2c(c1)C(=O)c1ccccc1C2=O	-2.2
O=C(c1ccc(F)cc1)C1CCN(C(=S)Nc2ccc(F)cc2)CC1	-0.6
CN(c1ccc(C(=O)N2CCc3ccccc3C2)cc1)S(C)(=O)=O	0.6
O=C(CCc1ccccc1)Nc1cc(C(F)(F)F)ccc1Cl	1.1
CC(=O)Oc1ccc(/C=N/NC(=S)Nc2ccccc2)cc1	6.0
CCCCC(=O)NC(=S)Nc1cc([N+](=O)[O-])ccc1OC	-2.0
COc1ccc(NC(C)=O)cc1NC(=O)c1ccc(C#N)cc1	0.7
Cc1ccc(C(=O)NCc2ccc3c(c2)OCO3)c(Cl)c1	-0.1
CCCOc1ccc(CSC(=N)N)cc1C(=O)OC	5.9
CCNC(=O)CCCOc1ccc(Cl)cc1Cl	1.8
Cc1ccc(/C=N/NC(=O)Cn2nnc(N)n2)o1	-0.2

The listing continues:
SMILES	TTR transcr act
CN(C)/C=C(\C(=O)c1ccccc1)c1nnnn1-c1ccccc1	0.5
CC(=O)NC(C)c1nc2ccccc2n1CC(=O)N1C(C)CCCC1C (stereo unspecified)	0.2
CC1=Cc2ccccc2C(C#N)N1C(=O)c1ccccc1 (stereo unspecified)	5.3
Cc1cc(C)nc(SCc2c(F)cccc2Cl)n1	0.1
CC1=C(C(=O)N(C)C)CC(CC(=O)NCCCCc2ccccc2)C(=O)N1Cc1ccc(F)cc1 (stereo unspecified)	3.6
COc1ccc(OCC(O)CNC(=O)Nc2cccc3ccccc23)cc1 (stereo unspecified)	-2.0
Cc1ccc(-c2csc(NC(=O)c3cccc([N+](=O)[O-])c3)n2)cc1	-3.6
C=CCNc1nc(N)c([N+](=O)[O-])c(N2CCCCCC2)n1	-0.5
C/C(=N\NC(=O)c1cccc(N2CCCC2=O)c1)c1ccc(N)cc1	3.0
Fc1ccc(CSc2ncnc3ccccc23)cc1	1.8
Cc1ccc(C(O)c2ncc(-c3cccc(C(F)(F)F)c3)[nH]2)cc1F (stereo unspecified)	-0.8
Cc1ccc(C)c(Oc2ncnc(N)c2[N+](=O)[O-])c1	-1.4
CCC(CC)c1nnc(NC(=O)c2cccc(S(=O)(=O)N3CCc4ccccc43)c2)s1	0.3
CC1(C)OC(=O)C2=C(CC(c3ccccc3)OC2CCc2ccccc2)O1 (stereo unspecified)	-1.0
CCCCOc1ccc(-c2c(C#N)c(N)[nH]c(=S)c2C#N)cc1	0.1
Cc1nn(-c2ccccc2)c(N)c1N=O	1.4
CC(C)(C)OC(=O)N/N=C\c1ccc[nH]1	-1.4
CCOc1ccc(CC(=O)NNC(=S)NC)cc1Br	-1.2
COc1cc(CN2CCN(CCc3ccccc3)C(CCO)C2)cc(OC)c1 (stereo unspecified)	0.8
CCCN1CCC(=O)N(CCSc2ccc(C)cc2)CC1	0.8
CC(=O)/C=C/c1ccccc1O	0.0
O=C(COC(=O)COc1ccc(Cl)cc1)NCCNC(=O)COC(=O)COc1ccc(Cl)cc1	1.2
COc1cc(OC)cc(C(=O)N2CCC(N3CCN(c4ccccc4OC)CC3)CC2)c1	-0.9
COc1ccc(NC(=O)C/C(C)=N/NC(=O)CCc2ccccc2)c(OC)c1	5.3
COc1cc(C(=O)NCc2cccs2)ccc1OCc1c(C)noc1C	1.5
C=CCNC(=O)C1CC(c2cccc(OC)c2)=NO1 (stereo unspecified)	3.8
Cn1c(=O)n(C)c2cc(S(=O)(=O)Nc3ccccc3O)ccc21	1.6
CCc1cccc(NC(=O)Nc2cccs2)c1	2.4
Fc1cccc(F)c1-n1c(CN2CCCCC2)csc1=S	-0.9
COc1ccc2sc(C)nc2c1NC(C)=O	-2.4
CCOC(=O)c1ccc(NC(=S)NCCc2ccccc2F)cc1	-2.1
COCCN1Cc2cccc(C(=O)Nc3c(C)cc(C)cc3C)c2C1=O	0.6
CN(C(=O)c1cccc(NC(=O)Cc2cccc([N+](=O)[O-])c2)c1)C1CCC1	1.8
CC(=O)/C(C[N+]1(C)CCCCC1)=N\O	9.1
COC(=O)Cc1[nH]c(=S)[nH]c1C(=O)OC	0.6
COc1ccc(NC(=O)c2ccc3c(=O)n(-c4ccc(OC)cc4OC)c(=S)[nH]c3c2)cc1	-2.4
CCNC(=O)N(CC)C[C@H]1N[C@@](C)(C(=O)OC)[C@H]2C(=O)N(C)C(=O)[C@@H]12	-0.9
O=C(c1cn(-c2ccccc2)nc1-c1ccccc1)N1CCOCC1	4.7
CC1CCc2c(C(=O)NCc3ccco3)csc2C1 (stereo unspecified)	-0.5
Cc1ccc(CCC(=O)Nc2ccc([N+](=O)[O-])cc2)o1	-1.1
C=CCNc1nc(-c2ccc(O)c(C(N)=O)c2)cs1	0.0
N#CCCN(Cc1ccccc1)C(=O)c1nccnc1C(=O)O	-0.6
O=C(c1ccc(F)cc1F)N1CCC(N2CCC(C(=O)N3CCOCC3)CC2)CC1	1.6
CCC(C)(C(=O)NC1CCCC1)N(C(=O)CC1NC(=O)NC1=O)c1c(C)n(C)n(-c2ccccc2)c1=O (stereo unspecified)	0.9
CCOc1ccc(N2CC(C(=O)NCC(=O)Nc3ccc(F)c(F)c3F)CC2=O)cc1 (stereo unspecified)	-0.8
O=C(Nc1ccccc1)OC[C@@H]1C=CS(=O)(=O)N1Cc1ccc(Br)cc1	0.5
COc1cc(/C=N/NC(=O)c2ccc(F)cc2)ccc1OC(=O)c1ccco1	-1.6
Cc1ccc2[nH]c(=O)c(CN(CCCN3CCOCC3)C(=O)Nc3cccc(Cl)c3)cc2c1	0.6
CN1CCN(C(=O)c2ccc(-c3cnc4cccnn34)cc2)CC1	-0.4
O=C(O)c1cnnc2ccccc12	-0.1
CCn1c(=O)c2sccc2n(Cc2cc(C(=O)OC)ccc2OC)c1=O	-0.6
COc1ccccc1NC(=O)CN(C)S(=O)(=O)c1ccc(F)cc1	2.6
CCN(CC)c1ccc(/C=N/NC(=O)CN2CCCc3ccccc32)cc1	0.1
CCCc1ccc2c(C(F)(F)F)cc(C(F)(F)F)cc2n1	1.6
Brc1ccc(-c2noc(-c3ccccc3)n2)o1	-0.1
COc1ccc(C2CC(c3ccc(OC)cc3)n3nc(NC(=O)c4cccs4)nc3N2)cc1 (stereo unspecified)	-1.1
COC(=O)[C@@]1(Sc2ccc(C)cc2)CC(=O)N(c2ccc3c(ccn3C)c2)[C@@H]1c1ccccc1	-1.4
COc1cccc2cc3c(=O)n(-c4ccccc4)nc-3oc12	-0.8
CCOC(=O)C1CCCN(S(=O)(=O)c2cc(C(=O)OC)n(C)c2)C1 (stereo unspecified)	-0.4
O=C(CCN1C(=O)/C(=C/C=C/c2ccccc2)SC1=S)Nc1ccccn1	2.8

Additional entries follow:
SMILES	TTR transcr act
O=C(c1cnc2c(c1)COc1ccc(Cl)cc1-2)c1ccccc1O	-5.1
CCc1ccc(N2CC(C(=O)Nc3ccccc3N3CCCC3)CC2=O)cc1 (stereo unspecified)	-0.1
O=C(NC(Cc1ccccc1)C(=O)O)/C(=C/c1ccccc1)NC(=O)c1cccc(Br)c1 (stereo unspecified)	7.7
Cc1nc2nc(-c3ccccc3)[nH]n2c(=O)c1Cc1ccccc1	-1.6
NC(=S)N/N=C/c1ccccc1OCCSc1ccc(Cl)cc1	-3.8
COc1ccc(C2(C(=O)NC(C)C)CCCC2)cc1OC	1.5
COc1cc(C(=O)N(Cc2ccc(F)cc2)C2CCS(=O)(=O)C2)cc(OC)c1OC (stereo unspecified)	1.6
O=C(COC(=O)C1=COCCO1)Nc1cccc(S(=O)(=O)N2CCOCC2)c1	14.5*
CCOC(=O)[C@]12CCCC=C1N(CCCOC)C(=O)[C@@H]2CC(=O)NCc1cccs1	1.6
CCOC(=O)N1CCN(S(=O)(=O)c2ccc(-n3cnnn3)cc2)CC1	-1.9
CCCCNC1=CC(=O)C(NCCCC)=CC1=O	-0.6
CCCC(=O)N1CCC1(C)C(=O)Nc1ccc(OC)c(OC)c1 (stereo unspecified)	-1.1
CN(C)CCNC(=O)c1onc(CSc2ccc(F)c(F)c2)c1C(=O)NCCN(C)C	5.3
CC(C)(C)S(=O)(=O)N1C[C@@H]2CC(=O)C=C2[C@H]1CCO	0.9
CC[C@]12c3[nH]c4ccccc4c3CCN1C(=O)C(CC(=O)NC/C=C(\C)CCC=C(C)C)C[C@@H]2C(=O)N1CCN(C(=O)c2ccco2)CC1 (stereo partly specified)	-2.2
Cn1cnnc1SCC(=O)NNC(=O)c1ccc([N+](=O)[O-])cc1	1.0
COc1ccc(OC)c(CN2C(=O)CCC2(C)c2nnnn2-c2c(C)cccc2C)c1 (stereo unspecified)	-2.3
CCOC(=O)c1cc(CC)sc1NC(=O)CC1SC(N)=NC1=O (stereo unspecified)	0.2
COc1ccc(-c2[nH]ncc2CNCc2cc(C)n(C)n2)c(F)c1	0.0
Cc1ccc(NC(=O)CCC(=O)OCc2ccc(Br)cc2)cc1	-1.6
CC(c1ccccc1)n1cc(C(=O)NCc2cccnc2)nn1 (stereo unspecified)	0.9
Cc1ccc(S(=O)(=O)/N=C2\CN(C)C(=O)N2C)cc1	3.8
CCc1ccccc1Nc1nc(N)nc(COC(=O)CCNS(=O)(=O)c2ccccc2)n1	0.0
COC(=O)C(NC(=O)CCc1nnc2ccc(N3CCC(C)CC3)nn12)C(C)C (stereo unspecified)	-0.5
COc1ccc(S(=O)(=O)N2CCC[C@H]2C(=O)NCc2ccc(Cl)cc2)cc1	1.7
Cc1onc(-c2ccccc2Cl)c1C(=O)Nc1cccc2cccnc12	1.7
CC(C)(CNc1ccc(S(=O)(=O)C(F)(F)F)cc1[N+](=O)[O-])N1CCOCC1	-1.6
CC(C)(C)NCCC(O)c1cc(C(F)(F)F)nc2c(C(F)(F)F)cccc12 (stereo unspecified)	0.2
CN(C(=O)COC(=O)c1cccs1)c1c(N)n(Cc2ccccc2)c(=O)[nH]c1=O	0.2
CC(=O)Nc1nc(-c2ccccc2)ns1	1.5
O=[N+]([O-])c1ccc(C2=Nn3cnnc3SC2)cc1	-0.1
